Screening data deposited in PubChem by several laboratories.
PriA SSB inh – inhibitors of Klebsiella pneumoniae PriA binding to SSB C-terminal tail, primary screen, biochemical, AlphaScreen; PriA–SSB C-terminal tail interaction (Klebsiella pneumoniae); inhibition, % at 33 µM; AID 1272365, 2023; AlphaScreen SSBct-PriA binding, biotinylated peptide; hit rate 0.6% among 430,000; in the data active = inhibition mostly above about 37%, no sharp cut-off; inactive = mostly below about 20%;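 note: plate controls were negative control peptide for no effect and reference peptide for full effect; strong numbers were not always called active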
BoNT-A LC inh2 – BoNT/A light chain protease inhibitors, primary screen, biochemical, flow cytometry, MLPCN library. Botulinum neurotoxin type A light chain protease (Clostridium botulinum A str. ATCC 3502). multiplex microsphere protease substrate cleavage. inhibition, % at 10 µM. hit rate 0.17% among 360,000. AID 588499, 2011; note: plate controls were buffer without enzyme for full effect and enzyme alone for no effect
Y pestis TopoI – Yersinia pestis topoisomerase I inhibitors, primary screen, biochemical, cleavage product accumulation, plate reader, single point; DNA topoisomerase I (Yersinia pestis CO92); Y. pestis Topo-I cleavage product accumulation; activity, % at 10 µM; hit rate 0.064% among 360,000; AID 504884, 2011; in the data active = activity above about 50%, passing the limit was not always enough; inconclusive = no clear call, values can overlap the other calls; note: inactives centre near 2
PrPC surface inh – inhibitors of human cell surface prion protein PrPC, primary screen, cell-based, TR-FRET; Major prion protein (Homo sapiens), P04156; TR-FRET read-out; inhibition, % at 13.8 µM; hit rate 0.43% among 370,000; AID 720596, 2013; in the data active = inhibition above about 24%; note: 0% = median of the test wells and 100% = reference compound wells
Anthrax LF prot – Bacillus anthracis LF protease inhibitors, primary screen, biochemical, multiplex microsphere, MLPCN library; Lethal factor (Bacillus anthracis), P15917; multiplex microsphere protease cleavage assay; inhibition, % at 10 µM; hit rate 0.12% among 360,000; note: plate controls were buffer without enzyme for full effect and enzyme alone for no effect
Vc quorum ag – inducers of Vibrio cholerae quorum light production without autoinducers, primary screen, BH1578 luxS cqsA deficient, single point; V. cholerae BH1578 lux reporter, luminescence, 6 h; activation, % at 18.7 µM; hit rate 0.16% among 350,000; in the data active = activation mostly above about 9.7%, no sharp cut-off; inconclusive = no clear call, values can overlap the other calls; inactive = mostly below about 3.7%; note: not every result past the cut was called active; inactives centre near 0; reference of the scale not given here
PfHsp40 yeast – rescue of yeast from PfHsp40 toxicity, primary screen, S. cerevisiae, ATP luminescence | S. cerevisiae expressing PfHsp40, growth rescue | growth rescue, % at 12.5 µM | hit rate 0.68% among 340,000 | AID 504582, 2011; in the data active = growth rescue above about 28%, passing the limit was not always enough; inconclusive = no clear call, values can overlap the other calls;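 note: yeast W303a lacking pdr1 and pdr3 grown in galactose medium; growth measured after three days at 30 °C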
SARS 3CLpro inh – SARS-CoV 3CLpro protease inhibitors, primary screen, biochemical, quenched FRET | AID 1706, 2009 | inhibition, % at 6 µM | Replicase polyprotein 1ab (Severe acute respiratory syndrome coronavirus), P0C6X7 | hit rate 0.14% among 290,000 | recombinant SARS-CoV 3CLpro, quenched FRET peptide cleavage; in the data active = inhibition above about 12%
TcdB GH inh – TcdB glycohydrolase inhibitors, primary screen, biochemical, single point, plate reader. hit rate 0.24% among 350,000. TcdB glycohydrolase enzymatic assay. AID 652162, 2013. inhibition, % at 9.99 µM. Toxin B (Clostridioides difficile), P18177; in the data active = inhibition above about 10%
Target sequence (P18177 whole entry, looked up): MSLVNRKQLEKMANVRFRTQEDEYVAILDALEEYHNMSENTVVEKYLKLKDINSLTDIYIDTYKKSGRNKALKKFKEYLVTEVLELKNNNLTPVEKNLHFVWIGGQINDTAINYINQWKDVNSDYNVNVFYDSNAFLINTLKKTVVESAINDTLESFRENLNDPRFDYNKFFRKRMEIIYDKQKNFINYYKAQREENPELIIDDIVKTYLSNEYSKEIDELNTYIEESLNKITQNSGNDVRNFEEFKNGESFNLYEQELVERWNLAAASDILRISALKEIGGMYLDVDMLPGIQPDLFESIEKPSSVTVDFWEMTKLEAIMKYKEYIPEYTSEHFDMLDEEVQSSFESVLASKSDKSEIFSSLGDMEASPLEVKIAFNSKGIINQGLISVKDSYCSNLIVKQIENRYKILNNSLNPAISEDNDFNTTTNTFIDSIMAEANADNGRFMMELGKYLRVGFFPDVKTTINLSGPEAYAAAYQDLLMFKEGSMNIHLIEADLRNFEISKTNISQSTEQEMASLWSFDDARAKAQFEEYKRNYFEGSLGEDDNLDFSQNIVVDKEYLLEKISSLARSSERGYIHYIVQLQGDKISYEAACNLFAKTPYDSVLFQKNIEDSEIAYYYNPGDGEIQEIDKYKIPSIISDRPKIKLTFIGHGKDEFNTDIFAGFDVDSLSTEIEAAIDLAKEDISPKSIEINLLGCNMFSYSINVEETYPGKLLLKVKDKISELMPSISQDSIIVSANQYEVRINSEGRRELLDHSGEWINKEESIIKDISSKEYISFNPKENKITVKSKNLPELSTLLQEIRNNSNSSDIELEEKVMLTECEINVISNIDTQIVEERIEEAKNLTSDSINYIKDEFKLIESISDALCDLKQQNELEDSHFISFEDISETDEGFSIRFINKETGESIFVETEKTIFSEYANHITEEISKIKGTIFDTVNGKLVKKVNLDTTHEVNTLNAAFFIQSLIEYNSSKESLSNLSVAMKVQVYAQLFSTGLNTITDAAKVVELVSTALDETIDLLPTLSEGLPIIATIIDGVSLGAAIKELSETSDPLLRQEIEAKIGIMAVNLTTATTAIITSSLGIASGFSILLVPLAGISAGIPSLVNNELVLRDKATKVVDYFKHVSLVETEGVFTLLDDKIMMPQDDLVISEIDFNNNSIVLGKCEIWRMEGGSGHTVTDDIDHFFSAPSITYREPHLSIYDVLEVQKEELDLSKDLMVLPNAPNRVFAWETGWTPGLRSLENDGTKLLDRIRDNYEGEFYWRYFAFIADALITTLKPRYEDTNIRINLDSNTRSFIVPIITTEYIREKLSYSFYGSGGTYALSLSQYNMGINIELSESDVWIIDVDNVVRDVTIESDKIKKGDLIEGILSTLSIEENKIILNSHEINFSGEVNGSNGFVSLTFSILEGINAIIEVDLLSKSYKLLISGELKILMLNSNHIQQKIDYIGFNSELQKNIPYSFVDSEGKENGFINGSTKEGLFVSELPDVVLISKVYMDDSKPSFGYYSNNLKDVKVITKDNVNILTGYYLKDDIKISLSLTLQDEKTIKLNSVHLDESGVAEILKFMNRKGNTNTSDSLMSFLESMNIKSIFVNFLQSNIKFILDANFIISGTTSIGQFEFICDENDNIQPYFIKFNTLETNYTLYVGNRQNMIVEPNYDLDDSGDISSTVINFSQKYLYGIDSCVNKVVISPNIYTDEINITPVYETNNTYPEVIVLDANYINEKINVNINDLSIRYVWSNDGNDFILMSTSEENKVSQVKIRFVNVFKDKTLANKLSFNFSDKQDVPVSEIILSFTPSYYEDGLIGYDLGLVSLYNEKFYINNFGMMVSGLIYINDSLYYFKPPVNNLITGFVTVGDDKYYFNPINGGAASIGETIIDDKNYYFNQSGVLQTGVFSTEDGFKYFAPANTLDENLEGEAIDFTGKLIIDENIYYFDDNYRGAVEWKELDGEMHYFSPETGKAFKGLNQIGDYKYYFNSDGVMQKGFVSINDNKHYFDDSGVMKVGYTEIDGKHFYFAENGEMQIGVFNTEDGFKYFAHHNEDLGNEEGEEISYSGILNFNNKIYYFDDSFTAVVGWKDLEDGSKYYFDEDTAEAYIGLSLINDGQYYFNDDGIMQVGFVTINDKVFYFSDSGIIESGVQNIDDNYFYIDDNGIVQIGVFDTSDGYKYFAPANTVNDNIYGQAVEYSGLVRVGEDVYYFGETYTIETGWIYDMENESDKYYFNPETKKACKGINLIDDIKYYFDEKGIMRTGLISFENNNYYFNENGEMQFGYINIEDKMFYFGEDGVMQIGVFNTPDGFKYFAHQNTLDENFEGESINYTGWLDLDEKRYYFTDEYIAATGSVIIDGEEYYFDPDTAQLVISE
Numbers without * were called inactive; i = inactive; ? = inconclusive; nt = not tested or not shown. Cut-off read from the data, not from the text of the source, unless noted: active = inhibition above about 30%; inconclusive = no clear call, values can overlap the other calls; inactive = below that. Not all compounds are listed; rates above refer to the full screens.

SMILES	PriA SSB inh	BoNT-A LC inh2	Y pestis TopoI	PrPC surface inh	Anthrax LF prot	Vc quorum ag	PfHsp40 yeast	SARS 3CLpro inh	TcdB GH inh
C=CCn1c(C(C)NC(=O)C(C)(C)C)nc2ccccc21 (stereo unspecified)	3	-0.3	-3	0	-6	i	-0.6	2	-0.3
O=C(Nc1cccc2ccccc12)/C(=C/c1cccc([N+](=O)[O-])c1)NC(=O)c1cccs1	-11	0.6	10	-7	-3	-3.3	-0.4	6	nt
Cc1cc(C)c(C(=O)Nc2ccccc2)c(CC(C)(C)C(=O)O)c1	-6	nt	-3	5	nt	i	0.4	2	0.2
CC(C)Sc1nc2c(c(=O)[nH]1)C(c1cccs1)C1=C(CC(C)(C)CC1=O)N2 (stereo unspecified)	-9	-0.6	10	5	-4	-0.2	-0.6	4	0.5
Cc1cc(=O)oc2cc(OCC(=O)OCc3nnc(-c4ccccc4)o3)ccc12	1	-9.1	18	2	-3	7.7	-1.1	0	nt
COc1cc2c(cc1OC)C1(CCCC1)C(N)=C2C#N	10	-0.2	-4	-1	-1	-0.5	-1.4	-4	nt
CCn1nc(C)c(Br)c1-c1nc(-c2ccc(C)cc2)no1	9	0.2	0	8	4	-0.6	nt	4	0.4
COc1ccc(CN(C)C(=O)c2ccccc2OCc2c(C)noc2C)cc1OC	-2	1.4	5	5	-10	-7.1	-0.9	nt	0.7
COc1ccc(OC)c(CN2CCN(C(=O)c3cccc(S(=O)(=O)Nc4ccc(C)cc4)c3)CC2)c1	19	0.3	15	-3	1	i	-1.1	nt	1.7
O=C(COc1ccc(-c2nnco2)cc1)NC1CCCc2ccccc21 (stereo unspecified)	-16	-0.8	-2	1	-6	-0.2	0.7	-2	nt
Cc1noc(C(=O)Nc2ccc3c(c2)OCO3)c1Cl	-9	0.5	6	7	-11	-0.2	4.2	-4	-0.3
c1ccc(-c2cc(-c3nn4c(-c5ccco5)nnc4s3)c3ccccc3n2)cc1	10	1.1	3	nt	-5	-0.4	1.1	-4	nt
Cn1c(SCC(=O)NCCc2ccccc2)ncc(C(=O)Nc2ccccc2)c1=O	0	2.3	-2	-5	0	-0.3	2.0	nt	-1.2
Cn1c(SCC(=O)NC2CCCC2)nnc1-c1cccs1	0	1.9	-5	-2	0	-4.0	0.2	-6	2.7
COC(C/C=C/[C@H](O)COCc1ccccc1)OC	-11	0.3	-2	-3	8	0.8	-0.6	nt	1.4
CCOc1ccc(-c2cc(CCCC(=O)NCCc3ccc(OC)c(OC)c3OC)no2)cc1	-11	0.5	3	8	-2	-0.3	-0.2	3	nt
CN(C)S(=O)(=O)c1ccc(NC(=O)CN2CCOCC2)cc1	-19	0.2	-6	-8	-1	-0.7	-0.6	-5	0.7
O=C(CCCn1nnc2ccccc2c1=O)N[C@@H](Cc1ccccc1)C(=O)O	-3	0.1	4	2	2	i	1.7	4	-0.1
CC(C)(C)N1C(=O)[C@H]2[C@@H](c3ccc(Br)cc3)N3C(=O)N(c4cccc(Cl)c4)C(=O)[C@@]3(C)[C@H]2C1=O	-6	-0.6	-5	5	-1	i	1.1	nt	0.7
CCC(=O)c1ccc(N2CCN(C(=O)COc3ccc(F)cc3)CC2)c(F)c1	5	-0.2	6	-1	-4	i	1.5	2	nt
O=C(O)CC1Sc2nnc(COc3ccc(Cl)cc3)n2N=C1c1ccccc1 (stereo unspecified)	-8	0.3	5	3	0	-0.2	0.0	10	-4.1
Cc1ccccc1OCC(=O)OC(C)C(=O)NC1CCCC1 (stereo unspecified)	0	3.0	1	-2	1	i	-2.3	nt	0.3
CN(CC(=O)Nc1ccc(Cl)c(C(F)(F)F)c1)C(=O)c1cc(=O)c2ccccc2o1	-12	2.5	2	-4	0	i	-0.6	nt	-0.6
Cn1c(CN2CCCC2)nc2cc(NS(=O)(=O)c3ccccc3)ccc21	8	-0.3	1	-4	-5	i	0.6	-1	1.6
CC1CCc2cc(F)ccc2N1C(=O)C12CCC(C)(C(=O)O1)C2(C)C (stereo unspecified)	-2	-1.2	5	4	-4	i	-2.0	2	-0.5
CCC(=O)Oc1ccc2c(C)c(Cl)c(=O)oc2c1	12	0.2	9	4	-2	-0.5	1.4	-3	nt
CC(C)OC(=O)Cn1nnc(-c2ccccc2)n1	-3	-1.0	0	5	1	-0.4	-0.7	-2	nt
COc1cccc(CNC(=O)C2CCN(S(=O)(=O)c3ccc(C)cc3)CC2)c1	-12	1.7	22	3	-1	0.0	0.9	5	1.0
O=C1NC(=O)N(CCNc2ncc(C(F)(F)F)cc2Cl)C(=O)C1/C=N/OCc1c(F)cccc1Cl (stereo unspecified)	nt	-0.4	0	-2	0	0.2	-0.9	-5	nt
CCc1ccc(C2C(=O)c3ccccc3C2=O)cc1	13	nt	-10	-4	nt	i	0.6	nt	0.8
CC[C@@]1(C(=O)OC)N[C@H](CN(C)S(=O)(=O)c2ccc(-c3ccccc3)cc2)[C@@H]2C(=O)N(Cc3ccccc3)C(=O)[C@@H]21	2	0.2	-9	-3	-3	0.0	-0.8	nt	1.8
Cn1ccnc1Sc1nc2c(c(=O)n(C)c(=O)n2C)n1C	-14	0.7	-5	-1	-1	i	-0.7	5	-0.4
Cc1ccc(NC(=O)[C@@H]2O[C@H](CO)[C@H](O)[C@H](O)[C@H]2O)cc1C(F)(F)F	nt	0.3	6	4	-6	i	nt	nt	0.1
O=C(O)/C=C/C(=O)N(Cc1ccccc1)Cc1ccco1	-11	0.2	-6	1	-3	-0.3	-0.3	4	0.8
Cc1ccc(/C=N/N2CCN(C3c4ccccc4-c4ccccc43)CC2)o1	i	-0.1	28	2	-10	-0.3	0.6	4	2.4
CC(=O)c1ccc(-c2ccc(C(=O)NC3CCCCCC3)o2)cc1	-8	-0.5	-7	0	-3	-0.5	-0.7	4	1.1
O=C(OCC(=O)N1CCc2ccccc2C1)c1c(F)cccc1Cl	3	0.0	15	1	-6	0.5	-0.1	nt	1.3
Cc1oncc1C(=O)NC1CCCCC1	5	0.8	1	0	0	-0.6	-0.6	-6	0.9
CCN(CC)S(=O)(=O)c1ccc(-c2nnc(SCC(=O)N3c4ccccc4CC3C)o2)cc1 (stereo unspecified)	1	0.2	-2	1	6	-4.8	-0.3	5	nt
COc1cc(/C=C/C(=O)O)cc(S(=O)(=O)NCc2ccco2)c1OC	-4	0.4	0	2	-2	-1.1	1.9	-2	0.3
Cc1ccc2c(c1)N(CCC(=O)NCCCN1CCCC1)C(=O)CO2	-3	-0.2	7	-4	0	-0.2	0.2	3	0.9
CC1=NN(C(=O)c2c(Br)cnn2C)C(O)(C(F)(F)F)C1 (stereo unspecified)	-4	-0.6	-4	3	0	0.4	-1.2	5	nt
CCS(=O)(=O)N1CCN(Cc2c[nH]c3ccccc23)CC1	4	-0.5	1	6	-4	-0.3	-0.9	-1	0.7
Cc1cccc2cc(CN(CC3CCCO3)C(=O)NC3CCCCC3)c(=O)[nH]c12 (stereo unspecified)	1	-0.1	19	8	-5	-0.1	1.2	-3	nt
CCCSc1nnc2n(C)c(=O)c3c4c(sc3n12)CCC4	-19	-0.5	22	-3	-4	2.9	1.3	-1	nt
COc1cccc(-c2cc(C(=O)Nc3cccnc3)no2)c1	-4	1.0	7	6	2	i	-1.4	4	nt
CCOC(=O)c1c(C)n(-c2ccc(OC)cc2)c2c(C/C(C)=N/O)c(Br)c(OC)c(O)c12	nt	-0.1	6	2	1	-3.2	0.3	-2	nt
Nc1nnc(SCC(=O)Nc2ccc(N3CCOCC3)c(Cl)c2)s1	-11	1.9	-3	4	5	-5.0	-0.2	-3	1.4
O=C(O)Cc1ccc(C(=O)CSc2ccccc2)s1	-15	?	2	-6	-14	-1.2	-2.0	-2	-1.4
Cn1c2ccccc2c2nnc(SCC(N)=O)nc21	-10	-1.7	4	-15	-22	0.8	-1.8	-4	2.4
CN(C)c1cccc2c(S(=O)(=O)N3CCOCC3)cccc12	-9	0.1	2	-8	-1	4.5	0.4	1	nt
Nc1cc(=O)[nH]c(SCC(=O)Nc2cc(S(=O)(=O)N3CCCCCC3)ccc2Cl)n1	-3	-0.4	16	-3	-1	-7.1	0.6	nt	-1.4
CC(C(=O)NC1=NCCS1)(C(F)(F)F)C(F)(F)F	-2	0.6	-1	5	-4	i	4.4	4	nt
Cc1cc(C)n(-c2cccc(C(=O)O)c2)n1	-2	-0.5	-12	5	-1	i	0.0	4	3.1
COCCNC(=O)C1(C)CCCN(C(=O)c2ccc3ccccc3c2)C1 (stereo unspecified)	nt	-0.5	5	3	-4	1.2	nt	nt	-0.1
c1ccc(-c2noc(C3CCCCC3)n2)nc1	-13	1.0	2	-5	-2	4.8	0.2	0	nt
C/C(=N\NC(=O)C(N)=O)c1cccc([N+](=O)[O-])c1	nt	-0.1	-5	4	0	i	-0.1	0	-7.3
CC1(C)CC(=O)C(C=NCCN2CCN(C(=S)Nc3ccccc3)CC2)=C(O)C1	4	0.3	-2	0	3	i	-1.6	4	nt
Cc1ccc(C)c(S(=O)(=O)N2CCN(C(=O)CNC(=O)c3ccc4ccccc4c3)CC2)c1	1	1.4	21	0	0	i	nt	nt	1.0
CO/C([O-])=N/c1c[n+](-c2ccc(Cl)cc2)no1	nt	0.5	-5	0	2	i	0.2	0	nt

Some of these compounds in order of SMILES length, smallest number first:
SMILES	PriA SSB inh	BoNT-A LC inh2	Y pestis TopoI	PrPC surface inh	Anthrax LF prot	Vc quorum ag	PfHsp40 yeast	SARS 3CLpro inh	TcdB GH inh
Cc1ccc2c(c1)N(CCC(=O)NCCCN1CCCC1)C(=O)CO2	-3	-0.2	7	-4	0	-0.2	0.2	3	0.9
C/C(=N\NC(=O)C(N)=O)c1cccc([N+](=O)[O-])c1	nt	-0.1	-5	4	0	i	-0.1	0	-7.3
COc1ccc(CN(C)C(=O)c2ccccc2OCc2c(C)noc2C)cc1OC	-2	1.4	5	5	-10	-7.1	-0.9	nt	0.7

New compounds follow
SMILES	PriA SSB inh	BoNT-A LC inh2	Y pestis TopoI	PrPC surface inh	Anthrax LF prot	Vc quorum ag	PfHsp40 yeast	SARS 3CLpro inh	TcdB GH inh
CC(=O)c1ccc(N2CCN(CC(=O)Nc3cc(C)on3)CC2)cc1	-1	-0.2	-10	-1	0	-0.2	-0.5	1	0.8
CCOC(=O)C(Oc1ccc(=O)[nH]n1)C(C)=O (stereo unspecified)	1	0.5	-10	5	1	nt	-1.3	4	nt
Cc1nc2c(C)cccn2c(=O)c1NC(=O)c1ccco1	4	2.8	3	9	1	i	-1.6	nt	1.7
COc1ccc(C(=O)N/C(=C\c2ccco2)C(=O)OCc2ccco2)cc1	3	0.2	0	-10	4	-0.5	1.3	-2	-1.9
Cc1oc2cc3oc(=O)c(CC(=O)NCCC(=O)O)c(C)c3cc2c1C	2	-4.1	0	7	2	i	-1.8	0	3.2
CC(C)CC1NC(=O)N(CC(=O)c2ccc3c(c2)OCCO3)C1=O (stereo unspecified)	8	-0.1	-1	-1	1	i	-1.1	-2	nt
CCCN1CCC(NC(=S)Nc2ccc(OC)c(OC)c2)CC1	-9	-0.7	-5	2	-1	i	-0.5	3	1.8
COc1ccc(C(=O)NCc2cn3ccccc3n2)cc1	-34	-1.2	-6	5	-9	-0.3	-1.5	-1	nt
Cc1cc(NC(=O)CSc2ccc3ccccc3c2)no1	-14	0.2	10	2	-2	i	0.3	6	nt
COc1cc2c(C(F)(F)F)c(-c3ccc(C#N)cc3)oc(=O)c2cc1OC	-8	-0.6	3	-5	-5	-0.4	-1.4	nt	0.4
